Screening results: PubChem BioAssay, several laboratories
S1P4 ag: S1P4 receptor agonists, primary screen, cell-based; S1P4-expressing cell line, agonist reporter assay; activation, % at 4.98 µM; hit rate 0.35% among 220,000; AID 1509, 2009; in the data active = activation above about 11%;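 also: 0% = DMSO vehicle and 100% = reference agonist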
Target sequence (O95977 whole entry, looked up): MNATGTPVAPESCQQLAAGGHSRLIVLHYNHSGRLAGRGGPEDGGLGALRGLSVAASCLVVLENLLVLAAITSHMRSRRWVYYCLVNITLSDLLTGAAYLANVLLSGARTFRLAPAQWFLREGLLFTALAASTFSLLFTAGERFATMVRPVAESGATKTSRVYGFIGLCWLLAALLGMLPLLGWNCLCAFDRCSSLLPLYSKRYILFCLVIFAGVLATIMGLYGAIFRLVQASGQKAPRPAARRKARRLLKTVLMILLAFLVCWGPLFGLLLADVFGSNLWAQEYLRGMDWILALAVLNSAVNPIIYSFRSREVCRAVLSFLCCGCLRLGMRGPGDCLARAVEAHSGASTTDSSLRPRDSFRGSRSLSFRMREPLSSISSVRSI
NCF1 inh: p47phox/p22phox peptide binding inhibitors, primary screen, biochemical, uHTS, NADPH oxidase regulatory subunit; Neutrophil cytosol factor 1 (Homo sapiens), P14598; fluorescence polarization, 2 h; inhibition, % at 24.7 µM; hit rate 0.53% among 220,000;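 active = inhibition above about 30%, limit read from the data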;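 also: 0% = p47phox with labelled peptide and 100% = labelled peptide alone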
NPY Y1 blocker: NPY-Y1 receptor antagonists, primary screen, cell-based; Neuropeptide Y receptor type 1 (Homo sapiens), P25929; HEK293-CNG Y1 cells, membrane potential fluorescence; NPY at EC95, then isoproterenol; inhibition, % at 3.6 µM; hit rate 1% among 200,000; AID 1040, 2008;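 active = inhibition above the campaign mean inhibition of all tested compounds plus 3 SD, cut at about 20% in these data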;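 also: 0% = DMSO wells given NPY plus isoproterenol and 100% = isoproterenol alone without NPY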
Target sequence (P25929 whole entry, looked up): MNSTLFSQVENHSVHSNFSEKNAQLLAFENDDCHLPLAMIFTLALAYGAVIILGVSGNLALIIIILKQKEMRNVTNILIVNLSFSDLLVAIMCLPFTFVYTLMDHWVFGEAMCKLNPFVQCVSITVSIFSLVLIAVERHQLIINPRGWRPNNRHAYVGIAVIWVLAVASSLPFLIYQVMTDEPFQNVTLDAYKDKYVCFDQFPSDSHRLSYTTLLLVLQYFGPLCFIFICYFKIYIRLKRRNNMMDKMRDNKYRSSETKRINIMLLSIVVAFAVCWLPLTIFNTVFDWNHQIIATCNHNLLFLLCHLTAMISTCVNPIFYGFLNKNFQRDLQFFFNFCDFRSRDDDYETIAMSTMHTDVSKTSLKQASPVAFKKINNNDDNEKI
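Material: HEK293 Y1/CNG channel cell line | Also added: NPY (25 nM), isoproterenol (1 µM), Ro 20-1724 (25 µM) | Compound: One concentration, 3.6 µM, in 0.4% DMSO | Schedule: 3 h dye uptake, 1 h room-temperature compound, 45 min post-isoproterenol | Signal: Membrane-potential fluorescent dye readout | Read-out: % inhibition of NPY effect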
S1P4 antagonist: S1P4 receptor antagonists, primary screen, cell-based; S1P4-expressing cells, antagonist mode, reporter read-out; AID 1510, 2009; hit rate 0.26% among 220,000; inhibition, % at 4.98 µM; Sphingosine 1-phosphate receptor 4 (Homo sapiens), O95977; in the data active = inhibition above about 29%;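 also: 0% = wells stimulated with agonist and 100% = vehicle wells without agonist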
NPY-Y1 PAM-ag: NPY-Y1 receptor potentiators or agonists, primary screen, cell-based | Neuropeptide Y receptor type 1 (Homo sapiens), P25929 | NPY-Y1 expressing cells, potentiator/agonist activation | activation, % at 3.6 µM | hit rate 0.37% among 220,000; in the data active = activation above about 33%, passing the limit was not always enough;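 also: cells stimulated with NPY at EC10 then isoproterenol at EC100; 0% = low agonist plus stimulus and 100% = saturating agonist plus stimulus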
Ba/F3 V617F tox: reduced viability of JAK2V617F-dependent Ba/F3 cells, primary screen, JAK2V617F inhibitor project, cell-based, Ba/F3 EpoR-JAK2V617F, luminescence | inhibition, % at 5.6 µM | ATP luminescence | hit rate 1.1% among 220,000;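 active = inhibition above the campaign mean plus 3 SD over all tested compounds, cut at about 24% in these data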;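 also: cytokine-independent growth of Ba/F3 cells driven by EpoR plus mutant JAK2; 0% = DMSO-treated cells and 100% = JAK inhibitor I control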
NPY-Y2 PAM-ag: NPY-Y2 potentiators or agonists, primary screen, cell-based; Neuropeptide Y receptor type 2 (Homo sapiens), P49146; cells expressing NPY-Y2, potentiator/agonist read-out; activation, % at 3.6 µM; hit rate 0.45% among 220,000; AID 1359, 2008; in the data active = activation above about 27%;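 also: cells stimulated with NPY near EC25 plus isoproterenol at EC100; 0% = vehicle plus submaximal agonist and 100% = vehicle plus saturating agonist; some results beyond the cut were filed as inactive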
CHOP inh: inhibitors of CHOP promoter induction, primary screen, cell-based, unfolded protein response, luciferase reporter | CHO-K1 CHOP-promoter luciferase, tunicamycin-induced, 15-18 h | inhibition, % at 10 µM | hit rate 3.8% among 220,000 | AID 2732, 2010;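 active = compounds that reduced the stress-induced luciferase reporter signal by more than about 70% of percent inhibition, limit read from the data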;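 also: 0% = tunicamycin plus vehicle and 100% = wells without tunicamycin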
BaF3 tox: parental Ba/F3 cell viability inhibition, counter-screen for JAK2V617F inhibitor project, murine pro-B, CellTiter-Glo luminescence; AID 1486, 2009; inhibition, % at 5.6 µM; CellTiter-Glo ATP luminescence; hit rate 1.1% among 220,000;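 active = inhibition above a per-campaign cutoff, the mean inhibition of all tested compounds plus 3 SD, cut at about 27% in these data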;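 also: 0% = DMSO wells and 100% = JAK Inhibitor I control wells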
Starred values were filed as active, the others as inactive; . = not tested or not shown.

nr	molecule	S1P4 ag	NCF1 inh	NPY Y1 blocker	S1P4 antagonist	NPY-Y1 PAM-ag	Ba/F3 V617F tox	NPY-Y2 PAM-ag	CHOP inh	BaF3 tox
1	Cc1cccc(N(NC(=O)C(C)(C)O)C(=O)c2ccccc2)c1	1.2	-2	-2	-32	22	4	-9	13	8
2	CNc1ccccc1C(C)(C)c1cc(C)[nH]n1	0.1	-4	-3	-7	-6	2	-11	6	6
3	O=C(CCc1c[nH]c2ccccc12)NCC(=O)Nc1ccc(F)c(F)c1F	1.5	-2	-1	-8	1	-3	-7	15	1
4	O=C(CCC(=O)NNC(=O)COc1ccc(Br)cc1)NCc1ccccc1	0.3	-4	-2	-27	-9	10	-16	1	2
5	CCC(C)NC(=O)C1CCC(=O)N1Cc1ccc(C)cc1 (centres undefined)	-0.2	2	-4	-7	11	0	11	25	5
6	O=C(/C=C/c1c(F)cccc1Cl)c1ccc(F)cc1	-1.1	-15	4	0	4	-4	-15	9	1
7	COc1ccc(NC(=O)c2sccc2-n2cccc2)cc1	1.2	6	4	-5	-10	3	-9	3	1
8	COc1cc(/C=N/NC(=O)C(=O)NCC2CCCO2)ccc1O (centres undefined)	0.3	-9	-6	-16	2	0	-4	-9	4
9	O=C(O)c1ccc2c(c1)OCCO2	0.3	-6	15	0	-28	0	-3	6	2
10	CC(=O)Nc1sc2c(c1C#N)CCCC2	0.2	-6	5	-3	-11	5	2	20	8
11	S=C(NCc1ccncc1)Nc1ccc(Cl)cc1Cl	-0.1	-29	0	0	-15	-2	4	21	4
12	Cn1cc(CC(=O)NCCCN2CCCC2)c2ccccc21	3.6	-2	-1	-1	2	-2	-2	-17	0
13	NC(=O)c1ccc(N2CCN(c3ccccc3O)CC2)c([N+](=O)[O-])c1	-0.4	7	-5	-5	8	6	4	32	9
14	O=C(N/N=C/c1c[nH]c2ccc(Br)cc12)c1ccncc1	0.0	-21	2	-7	5	1	19	28	6
15	CCC(C)NC(=O)C(Cc1ccccc1)NS(=O)(=O)c1cccc2nsnc12 (centres undefined)	-0.9	-5	-1	-11	-11	-1	2	0	1
16	O=C(O)c1ccccc1Nc1ccc(OC(F)F)cc1	-0.4	-8	1	-3	-6	-2	-10	7	2
17	CCn1nc([N+](=O)[O-])c2c(-c3nc4ccccc4o3)c(N)n(CCCOC)c2c1=O	2.2	12	-2	4	6	-3	-3	65	10
18	CCOCCCn1c(-c2ccc(Cl)cc2)n[nH]c1=S	1.1	6	9	-5	-26	-3	11	-1	2
19	O=C(Cc1c[nH]c2ccccc12)Nc1cccc(S(=O)(=O)N2CCCCC2)c1	2.0	-17	-4	15	3	0	-1	17	6
20	Cc1ccc(NC(=O)OCCNC(=O)OC(C)C)cc1	-1.7	-7	-2	1	-8	-2	-9	4	2
21	O=C(CN1CCSCC1)N/N=C/c1ccccc1F	0.8	-3	4	-2	-25	3	-5	-8	7
22	Cc1ccc(NC(=O)Cn2cccc2)cc1C	1.4	-5	-2	-19	1	-1	2	1	-2
23	CC(C)(CN1CCC(Cc2ccccc2)CC1)NS(=O)(=O)c1ccccc1	-1.1	3	.	4	-20	6	-20	-5	9
24	Cc1cccc(-n2ncc3c(N4CCCc5ccccc54)ncnc32)c1	4.3	3	15	-22	-12	-1	-7	29	5
25	O=C(NCCCCCc1nc2ccccc2[nH]1)c1ccccc1Cl	-0.2	-7	.	-8	4	-2	4	-3	-6
26	c1ccc(CCn2c(C3CC3)nc3ccccc32)cc1	0.5	-7	2	-5	3	4	-6	-18	9
27	C=CCn1c(=O)[nH]c2cc(C(=O)N3CC=C(c4ccccc4)CC3)ccc2c1=O	0.4	-3	5	-4	-19	3	0	10	5
28	Cc1ccc(S(=O)(=O)N2CCCCC2)cc1NC(=O)CSc1nnnn1C	0.3	-1	.	-8	-1	-4	-9	-16	2
29	O=[N+]([O-])c1ccc(CSc2nc3ccccc3[nH]2)cc1	-0.3	-5	2	-5	-6	-2	-6	25	6
30	Cc1nc(NCc2ccc3c(c2)OCO3)c2nnn(Cc3ccccc3)c2n1	-0.5	7	14	-22	-12	3	5	101*	8
31	Cc1ccccc1-n1c(Cn2c(=O)sc3ccccc32)nnc1SCC(N)=O	0.1	0	1	6	6	1	6	-1	2
32	Cc1ccc(CCNC(=O)CN(C)S(=O)(=O)c2ccc3c(c2)c(=O)n(C)c(=O)n3C)cc1	-2.0	-4	0	-16	15	-3	-8	17	2
33	O=C1NC2(CCCCC2)N=C1c1ccccc1	-1.0	-5	1	-4	2	3	2	8	7
34	O=C1CC(SCCO)C(=O)N1c1ccc(Oc2ccccc2)cc1 (centres undefined)	-1.1	-8	7	-9	12	-6	17	-12	1
35	CC(=O)N1CCc2cc(S(=O)(=O)NC(Cc3ccccc3)C(=O)Nc3cc(C)ccn3)ccc21 (centres undefined)	1.8	-10	4	-14	6	-1	-5	-23	3
36	CCOc1ccc(N(CC(=O)O)S(=O)(=O)c2cccnc2)cc1	3.1	-9	2	-5	10	-3	-12	9	0
37	CCCCCCCCCCCCCCCC(=O)OC[C@H](COP(=O)([O-])OCC[N+](C)(C)C)OC(=O)CCCCCCCCCCCCCCC	0.5	-4	-3	-6	18	-2	4	-1	4
38	Cc1nn(-c2ccccc2)c(Cl)c1/C=N/NC(=O)c1cccc(S(=O)(=O)N2CCCC2)c1	2.0	0	0	-16	9	0	-7	25	1
39	Cc1ccc(S(=O)(=O)N2CCOCC2)cc1NC(=O)CNCc1cccnc1	-0.1	-3	.	4	14	-3	-6	1	-5
40	O=C(Nc1ccccc1-c1nnn(CC(=O)N2CCN(c3ccccc3)CC2)n1)c1cccs1	0.9	-9	7	-2	-22	3	-8	2	7
41	Cc1nc(NC(=O)c2ccco2)sc1-c1csc(Nc2ccc(Cl)cc2Cl)n1	0.6	-15	0	2	24	0	-5	-39	6
42	CC1(C)CC(=O)C2=C(C1)OC(=O)C2(NC(=O)c1cccs1)C(F)(F)F (centres undefined)	-1.4	-5	5	-19	-6	-2	8	9	4
43	Cc1nn(C)c(C)c1NC(=O)c1ccc(Br)o1	-1.6	9	5	7	-12	2	-3	1	5
44	Cc1nc(-c2c(C(=O)NNC(=O)Nc3c(C)cccc3C)noc2C)cs1	1.9	-11	.	8	11	-3	-3	-4	1
45	COc1ccc(C[C@H]2CN3C(=NC[C@H]3Cc3ccccc3)N2CCNC(=O)CCC2CCCCC2)cc1	1.1	-8	4	11	-15	-5	-14	-2	2
46	Cc1ccc(C(=O)Nc2ccc3c(c2)OCO3)cc1S(=O)(=O)N1CCCC1	-1.2	7	-6	-16	-4	-2	6	8	2
47	C=CCNC(=O)/C(=C\c1ccc2c(c1)OCO2)NC(=O)c1ccc(Br)cc1	-4.2	-5	4	-4	-23	9	-41	-12	9
48	CCOC(=O)C1=C(C)NC(=O)C(C#N)C1c1ccco1 (centres undefined)	0.0	-8	-3	-11	6	-1	9	70*	4
49	CC1(C)CC(=O)c2sc(NC(=O)CCS(=O)(=O)c3ccccc3)nc2C1	0.7	-3	6	7	0	19	-1	-16	5
50	COC(=O)c1cc(NC(=O)CN(c2cccc(OC)c2)S(=O)(=O)c2ccccc2)ccc1Cl	-0.3	-9	-2	-3	-24	5	-21	16	7

Additional results
nr	molecule	S1P4 ag	NCF1 inh	NPY Y1 blocker	S1P4 antagonist	NPY-Y1 PAM-ag	Ba/F3 V617F tox	NPY-Y2 PAM-ag	CHOP inh	BaF3 tox
51	CC(C)OC(=O)c1c(NC(=O)c2cnn3c2NC(c2ccccc2)CC3C(F)(F)F)sc2c1CCCC2 (centres undefined)	0.9	0	7	-20	7	-2	-8	-11	4
52	COc1ccc(-c2nc(CS(=O)CC(=O)NCc3ccccn3)c(C)o2)cc1 (centres undefined)	1.5	19	4	-6	23	-3	11	8	-1
53	CC(=O)c1nn(-c2cccc(Br)c2)cc1C(=O)c1ccccc1	2.4	-14	6	-14	-17	56*	4	74*	14
54	COc1cccc(CNC(=O)C2CCCN(c3nn4c(=O)cc(C)nc4s3)C2)c1 (centres undefined)	0.6	-6	-1	-9	7	-2	1	-19	11
55	C=CC[C@@H]1C=C[C@H](O/N=C/[C@@H](NS(=O)(=O)c2ccc(C)cc2)[C@H](C)/C=C/CC(=O)OC)[C@@H](CO)O1	-0.4	-13	-2	13	-5	-3	0	1	-1
56	O=C(CN(Cc1ccccc1F)C(=O)c1ccco1)NCc1ccc(F)cc1	-0.3	-5	5	1	-18	-2	9	8	1
57	Cn1c(SCC(=O)NC2CC2)nnc1-c1ccco1	1.9	-14	-2	-3	5	-1	8	25	8
58	O=C(CCC(=O)N1CCOCC1)c1ccc(F)cc1	0.5	-17	-1	0	18	1	6	-19	5
59	Cc1cc(Cl)ccc1NC(=O)/C=N/O	-3.3	-15	.	-21	8	0	-15	15	-1
60	CN(C)c1ccc(N/C=C/C(=O)c2ccco2)cc1	-4.3	-19	-5	-6	-14	-2	-6	15	2
61	Cc1ccc(S(=O)(=O)N(C)C)cc1NC(=O)CN1C(=O)NC2(CCCc3ccccc32)C1=O (centres undefined)	-0.3	3	0	-18	-11	0	-1	43	1
62	O=C1C(Cl)=C(Nc2cccc(O)c2)C(=O)N1Cc1ccccc1	-1.2	3	-2	14	12	-1	8	30	1
63	Cc1ccc(NC(=O)c2sc(=S)n(-c3cc(C)ccc3F)c2N)cc1	-2.8	-10	-4	-8	11	2	-4	-3	4
64	COc1ccc(/C=N/Nc2nc3ccccc3o2)cc1O	1.5	-15	-1	-2	-30	-2	-11	16	7
65	COc1cc(C)c(-c2[nH]ncc2-c2csc(C)n2)c(O)c1	-0.6	-9	0	-16	6	1	4	6	10
66	CC(C)CCN1CCN(Cc2cn[nH]c2C2CCCCC2)CC1CCO (centres undefined)	1.0	-20	3	-12	3	1	5	12	5
67	Cc1ccc2c(c1)nnn2C1CCN(S(=O)(=O)c2ccc(C(=O)NC3CCCC3)cc2)CC1	-0.5	-11	0	-18	-10	-5	-11	37	-1
68	Cc1nnc(N/N=C/c2cccs2)[nH]c1=O	0.4	-1	.	-9	1	0	-9	11	-2
69	C/C(N)=C(/C#N)C(=O)CSc1ccccc1F	-0.2	-4	-3	-9	11	2	11	-2	6
70	N#Cc1cc(Oc2ccccc2)c(-n2nnc3ccccc32)cc1C#N	1.7	0	10	-7	-16	-2	-15	-17	0
71	Cc1cccc(Cc2c(C)nc3c(C(=O)N4CCN(Cc5ccc6c(c5)OCO6)CC4)cnn3c2C)c1	1.5	-4	10	-18	-6	0	-28	30	2
72	O=C(O)c1ccc(NS(=O)(=O)c2cc(C(=O)O)ccc2Br)cc1	-0.4	-24	9	-20	-12	-3	2	31	1
73	Cc1cccc2c1NC(=O)C21N2CCCC2C(C(=O)c2ccc3ccccc3c2)C12C(=O)Nc1ccccc12 (centres undefined)	0.1	-14	.	12	32	2	17	25	-7
74	O=S(=O)(NCc1cccnc1)c1ccccc1	1.5	-16	6	-10	-6	-1	7	38	2

Rows were taken by chance; any-hit rate near 7.1%.
